ABHD4 inh = ABHD4 inhibitors, primary screen, biochemical, fluorescence polarization, mouse; (Lyso)-N-acylphosphatidylethanolamine lipase (Mus musculus), Q8VD66; purified mABHD4, FP-Rh probe fluorescence polarization; inhibition, % at 8.92 µM; 370,000 tested, 0.54% active; AID 720543, 2013;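 active = inhibition exceeding the mean over every tested compound plus 3 SD, cut at about 30% in these data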;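 note: 0% = plate median of compound wells and 100% = S159A mutant with DMSO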
Target sequence (Q8VD66 whole entry, looked up): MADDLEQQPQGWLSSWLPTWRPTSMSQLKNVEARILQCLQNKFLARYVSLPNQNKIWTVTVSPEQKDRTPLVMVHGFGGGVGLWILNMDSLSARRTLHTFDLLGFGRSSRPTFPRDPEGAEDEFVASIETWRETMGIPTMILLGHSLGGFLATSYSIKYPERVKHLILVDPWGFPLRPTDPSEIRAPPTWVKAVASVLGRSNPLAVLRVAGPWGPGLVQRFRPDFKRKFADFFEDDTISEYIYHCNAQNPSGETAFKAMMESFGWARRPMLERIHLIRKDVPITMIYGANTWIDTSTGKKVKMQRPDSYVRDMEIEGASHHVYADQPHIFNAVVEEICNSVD
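Doses – 8.92 µM, single dose · Material – wild-type mouse ABHD4 protein · Replication – single well per compound (singlicate) · Measure – percent inhibition of probe binding, normalized to plate controls · Schedule – 45 min compound pre-incubation plus 60 min probe step, 25 °C · Detection – fluorescence polarization with parallel and perpendicular emission, 525/598 nm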
ASAP1 GAP inh = inhibitors of human ASAP1 ArfGAP activity, primary screen, biochemical, fluorescence polarization; ASAP1-stimulated ARF1 GTP hydrolysis, GDP FP detection; inhibition, % at 16.5 µM; 360,000 tested, 0.19% active; Arf-GAP with SH3 domain, ANK repeat and PH domain-containing protein 1 (Homo sapiens), …; in the data active = inhibition above about 25%;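 note: 0% = vehicle with enzyme and substrate and 100% = no enzyme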
PG9 Ab binder = binders of HIV-1 gp120 antibody PG9, primary screen, biochemical, TR-FRET; HIV-1 gp120 / PG9 antibody interaction; TR-FRET gp120-PG9 antibody binding; inhibition, % at 6.7 µM; 360,000 tested, 0.43% active; in the data active = inhibition above about 8.5%
SMARCA2 act = SMARCA2 (BRM) function activators, primary screen, cell-based, luminescence, high throughput; MG213 cells, MMTV-luciferase reporter, dexamethasone, overnight; activation, % at 9.1 µM; 370,000 tested, 1% active; AID 652017, 2013; in the data active = activation above about 7.8%;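 note: 0% = vehicle wells and 100% = reference activator wells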
ARFGAP1 inh = inhibitors of rat ARFGAP1 GAP activity, primary screen, biochemical, fluorescence polarization, GDP tracer; ADP-ribosylation factor GTPase-activating protein 1 (Rattus norvegicus), Q62848; Arfgap1-stimulated ARF1 GTP hydrolysis, GDP FP detection; inhibition, % at 16.5 µM; 360,000 tested, 0.26% active; AID 651572, 2012;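 active = inhibition above a per-plate limit, mean inhibition of low control wells plus 3 SD, cut at about 25% in these data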;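 note: 0% = DMSO wells with enzyme and 100% = wells lacking Arfgap1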
Target sequence (Q62848 1-136 limits assumed): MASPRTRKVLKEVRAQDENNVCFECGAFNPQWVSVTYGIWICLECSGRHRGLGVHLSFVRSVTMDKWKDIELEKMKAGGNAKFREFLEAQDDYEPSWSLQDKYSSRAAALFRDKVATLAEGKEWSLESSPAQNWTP
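Assay system: Rat Arfgap1 GAP domain (His6, aa 1-136), purified enzyme | Buffer or medium: HEPES 25 mM pH 7.5, NaCl 150 mM, MgCl2, DTT | Schedule: GTP hydrolysis reaction 2 h at 25 °C | Signal: FP of antibody-bound GDP Alexa 633 tracer, ex 620/em 688 nm | Measure: Percent inhibition of Arfgap1-stimulated GTP hydrolysis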
GC-B act = human GC-B receptor activators, primary screen, HEK293 GC-B cells, cGMP TR-FRET, EC30 CNP; Atrial natriuretic peptide receptor 2 (Homo sapiens), P20594; 0% at EC30 CNP, 100% saturating CNP; activation, % at 10 µM; 370,000 tested, 0.11% active; AID 1920062, 2024;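 active = activation at 10 µM reaching about 35% in either raw or pattern-adjusted values, limit read from the data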
Rev-erbA mod = modulators of Rev-erb alpha DNA binding, primary screen, biochemical, FITC-DNA, fluorescence polarization, uHTS; AID 1259318, 2017; 370,000 tested, 0.79% active; activity, % at 10 µM; Rev-erbα–FITC-DNA binding, 90 min;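 active = activity above about 14%, limit read from the data; passing the limit was not always enough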;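 note: 0% = DMSO wells with 35 nM protein and 100% = DMSO wells with 750 nM protein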
GC-A act = GC-A stimulated cGMP production enhancers – HEK293 GC-A cells, cGMP TR-FRET, EC30 ANP, primary screen. Atrial natriuretic peptide receptor 1 (Homo sapiens), P16066. 0% at EC30 ANP, 100% saturating ANP. activation, % at 10 µM. 370,000 tested, 0.14% active; in the data active = activation above about 40%
rCAG RNA binder = binders of r(CAG) RNA repeats, primary screen, biochemical, fluorescence | r(CAG) RNA repeat, TO-PRO-1 dye displacement fluorescence | inhibition, % at 3 µM | 370,000 tested, 1.3% active | AID 651821, 2012;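 active = inhibition above the plate cutoff, the mean of all test compounds on that plate plus 3 SD, cut at about 35% in these data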;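 note: 0% = DMSO alone and 100% = 100 µM mitoxantrone as full dye displacement; higher means more dye released from RNA so lower well fluorescence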
HTRA1 inhibitor = HTRA1 serine protease inhibitors, primary screen, biochemical, fluorescence polarization, HTS; inhibition, % at 5.96 µM; recombinant HTRA1, FP-rhodamine activity-based probe; Q92743; 340,000 tested, 0.5% active; in the data active = inhibition above about 36%;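 note: 0% = enzyme with DMSO and 100% = wells lacking enzyme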
Target sequence (Q92743 whole entry, looked up): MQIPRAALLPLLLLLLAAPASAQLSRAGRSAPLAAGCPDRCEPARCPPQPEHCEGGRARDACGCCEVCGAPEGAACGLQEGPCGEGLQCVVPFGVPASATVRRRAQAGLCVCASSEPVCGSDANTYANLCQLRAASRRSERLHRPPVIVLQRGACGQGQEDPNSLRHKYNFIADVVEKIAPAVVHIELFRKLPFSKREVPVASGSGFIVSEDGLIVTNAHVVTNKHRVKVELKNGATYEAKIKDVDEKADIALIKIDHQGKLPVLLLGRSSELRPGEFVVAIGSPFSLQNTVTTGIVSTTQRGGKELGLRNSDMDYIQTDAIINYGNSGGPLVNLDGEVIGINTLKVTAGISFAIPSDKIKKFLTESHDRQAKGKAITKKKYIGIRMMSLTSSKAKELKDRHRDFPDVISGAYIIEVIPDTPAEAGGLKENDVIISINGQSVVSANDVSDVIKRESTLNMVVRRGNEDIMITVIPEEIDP
* marks the source's active call; other numbers are inactive results; x = not tested or not shown.

The opening three entries, ahead of the listing:
SMILES	ABHD4 inh	ASAP1 GAP inh	PG9 Ab binder	SMARCA2 act	ARFGAP1 inh	GC-B act	Rev-erbA mod	GC-A act	rCAG RNA binder	HTRA1 inhibitor
CCO/N=C(/C)c1c(O)cc(-c2ccccc2)n(-c2ccccc2)c1=O	-5	3	-3.0	1	-12	1	0	-6	3	-6
C=CCOC(=O)C1=C(C)NC(C)=C(C(=O)OCC=C)C1c1ccc(C)o1	-6	-15	-2.1	-7	-4	-21	-1	-25	-7	-3
CC(C)CCNC(=O)C1c2ccccc2Oc2ccccc21	-3	-6	-0.5	-2	-9	-1	10	-19	2	-2

Results, from the first entry:
SMILES	ABHD4 inh	ASAP1 GAP inh	PG9 Ab binder	SMARCA2 act	ARFGAP1 inh	GC-B act	Rev-erbA mod	GC-A act	rCAG RNA binder	HTRA1 inhibitor
CCO/N=C(/C)c1c(O)cc(-c2ccccc2)n(-c2ccccc2)c1=O	-5	3	-3.0	1	-12	1	0	-6	3	-6
C=CCOC(=O)C1=C(C)NC(C)=C(C(=O)OCC=C)C1c1ccc(C)o1	-6	-15	-2.1	-7	-4	-21	-1	-25	-7	-3
CC(C)CCNC(=O)C1c2ccccc2Oc2ccccc21	-3	-6	-0.5	-2	-9	-1	10	-19	2	-2
Cc1cc(NC(=O)c2ccc(C)s2)n(-c2nc3ccccc3[nH]2)n1	-3	4	-3.4	-1	7	-3	6	17	6	-5
COc1ccc2c(CC(=O)N[C@@H](Cc3c[nH]c4ccccc34)C(=O)O)cc(=O)oc2c1	0	-3	-2.0	-1	4	0	5	-8	7	-6
Cc1cccc(Cc2nc3ccccc3[nH]2)c1	9	6	-0.5	0	-4	-2	-3	-6	1	-6
Cc1csc(NC(=O)c2ccco2)n1	0	13	-1.3	2	1	7	-3	2	-2	-4
Cc1cccc(NC(=S)N(CCc2ccncc2)C(C)C)c1C	-3	-6	-0.8	-1	5	-2	-1	3	0	-2
COc1ccc(Cl)cc1NC(=S)NCc1cccs1	-5	18	-0.9	-1	14	-4	0	1	0	-2
COc1ccc(CNC(=O)CN2C(=O)NC(C)(c3cccc4ccccc34)C2=O)cc1OC (centres undefined)	4	5	0.5	-2	4	-2	-1	-2	2	-5
COc1ccc(C(=O)Nn2c(C)ccc2C)cc1OC	-7	4	-1.2	2	-1	1	4	-3	18	6
CN(C)c1ccc(NC(=O)CCn2c(=S)oc3ccccc32)cc1	5	-9	-2.7	7	-5	1	0	-1	-1	25
COc1ccc(N(C(=O)c2ccn[nH]2)C(C(=O)NC2CCCC2)c2ccc(F)cc2)cc1 (centres undefined)	-6	0	-2.1	2	1	-5	2	-11	0	-1
CC(=O)OCn1ncc(N2CCOCC2)c(Br)c1=O	-1	11	-0.6	-1	-9	0	-7	8	0	-4
O=C(Nc1ccc(Cl)cc1)OC(CN1CCCCC1)C(F)(F)F (centres undefined)	8	13	2.1	-1	17	-1	-4	5	-7	-16
O=C(NC(=S)N1CCCCCC1)c1ccccc1	-5	-4	-2.5	0	-8	4	1	1	0	4
COC(=O)c1cc(CNC(=O)C(C)NS(=O)(=O)c2ccc(C)c(C)c2)ccc1OC (centres undefined)	3	-9	1.5	-2	-3	1	-4	3	-2	-2
COc1ccc(NC(=O)CSc2ccc(-c3cccnc3)nn2)cc1	0	6	-0.2	0	6	-5	-3	-1	-2	0
c1ccc(CNCCC(Cc2ccccc2)c2ccco2)cc1 (centres undefined)	-9	4	1.2	-4	1	-15	-4	-11	-2	-16
Cc1cc(C(=O)OCC(=O)Nc2cccc(S(N)(=O)=O)c2)c(C)o1	-5	-17	2.2	-2	-10	-2	4	-5	6	-4
CC(=O)Nc1ccc(NC(=O)CSc2ccc3nnc(-c4cccnc4)n3n2)cc1	1	3	-0.2	-4	3	9	0	-1	4	0
COc1ccc(NC(=O)[C@H](C)NC(=O)C2CCN(S(=O)(=O)c3ccc(C)cc3)CC2)cc1	3	-7	1.3	-3	-5	-1	3	2	0	2
COc1ccc(CCNC(=O)[C@@H](NC(N)=O)C(C)C)cc1	-3	1	-0.7	-3	-5	-8	-3	1	-2	1
CCN(C[C@H]1N[C@@](CC)(C(=O)OC)[C@H]2C(=O)N(Cc3ccccc3)C(=O)[C@@H]12)C(=O)C1CCCCC1	2	6	-2.7	-4	3	2	-1	2	0	7
Cc1ccc(C(=O)NC(=S)Nc2ccc(N3CCN(C(=O)c4ccco4)CC3)cc2)cc1	10	-3	-4.6	-3	8	0	1	3	0	-3
(next part)
SMILES	ABHD4 inh	ASAP1 GAP inh	PG9 Ab binder	SMARCA2 act	ARFGAP1 inh	GC-B act	Rev-erbA mod	GC-A act	rCAG RNA binder	HTRA1 inhibitor
O=C1CCCC2=C1C(c1ccccn1)Nc1ccc(C(=O)c3ccccc3)cc1N2 (centres undefined)	-2	-3	-0.6	-1	-1	3	-3	4	-2	-1
COc1cc(Nc2nc(-c3ccccc3)c3cc(C)ccc3n2)cc(OC)c1OC	9	10	-1.9	-4	-2	4	0	6	5	-3
C[C@@H]1CCCCO[C@@H](CN(C)C(=O)Nc2ccccc2)[C@@H](C)CN([C@H](C)CO)C(=O)c2cc(N(C)C)ccc2O1	-4	-2	0.4	-6	3	3	-2	2	6	-2
COc1ccc(-c2cc(-c3n[nH]c(=S)n3-c3cccc4ccccc34)[nH]n2)cc1	13	4	-0.9	1	-7	-7	-6	-7	29	-8
CCOC(=O)C1CCN(C(=O)c2ccc(OCC)c(OCC)c2)CC1	-4	-2	0.1	0	10	-2	-6	2	-8	4
O=C(Nc1cccc(Cl)c1)C1C2C=CC3(O2)C1C(=O)N(CCCN1CCCCC1)C3C(=O)NC1CCCCC1 (centres undefined)	2	8	0.0	-3	3	-6	3	6	-3	-2
O=C(Cc1coc(-c2ccc(F)cc2)n1)N1CCOCC1	5	8	1.3	1	9	5	1	8	-1	4
CC1c2nc3ccccc3n2C(CC(=O)NC2CC2)C(=O)N1Cc1ccccc1 (centres undefined)	1	4	0.4	0	1	2	2	-1	-1	0
CCCCC(=O)N(C)c1c(CC)nc2c(OCC(=O)c3ccc(Cl)cc3Cl)cccn12	3	6	3.8	-1	-3	3	1	4	9	x
O=C(NCC(O)c1ccccc1)c1cccs1 (centres undefined)	-1	7	-1.4	4	4	6	3	5	0	2
COc1cccc(C(c2nnnn2-c2c(C)cccc2C)N2CCN(C/C=C/c3ccccc3)CC2)c1OC (centres undefined)	1	2	-1.5	-2	10	0	11	-7	8	x
CCN1CC=C2C(C#N)=C(N)C(C#N)(C#N)[C@H](c3cccc(OC)c3OC)[C@H]2C1	9	5	-1.3	-2	10	6	4	-6	-33	6
COc1ccc(C2N(c3cc(Cl)ccc3OC)C(=O)C3CCCN32)cc1 (centres undefined)	5	7	-0.5	-1	-3	-15	1	-25	3	1
COc1cccc(-n2c(Cc3cc(=O)[nH]c(=O)[nH]3)nnc2SCC(=O)N2CCCCCC2)c1	-5	1	0.7	7	0	-5	-3	2	-1	6
CCn1ncc(C(=O)Nc2ccc(F)cc2)c1C	0	-2	-0.3	3	-3	2	1	2	-3	8
CC1CN(CC(=O)Nc2ccccc2Sc2ccccc2)CC(C)O1 (centres undefined)	-11	9	-0.7	-4	-7	-2	-2	-2	-12	-3
COCCN(C(=S)Nc1ccc(Cl)cc1OC)C1CCN(C(C)=O)CC1	-2	8	-0.3	-3	-1	1	5	-2	-5	0
Cc1onc(C(=O)NC(C)c2ccccc2)c1[N+](=O)[O-] (centres undefined)	-2	-8	-2.3	1	-5	2	-4	1	-1	3
O=C(/C=C/c1cccs1)c1cc(Cl)ccc1OC(=O)N1CCOCC1	-4	12	-0.2	-1	11	-8	-2	-8	-2	-13
CCOc1ccc(NC(=O)Cn2nnc(C(=O)NCc3ccc(OC)cc3)c2N)cc1	-1	-6	0.3	-3	-15	-1	-2	0	0	6
CN1C(=O)CC(N2CCN(CC(=O)N3CCCC3)CC2)C1=O (centres undefined)	-8	-11	0.8	-1	-11	11	1	2	3	-1
C=CCNCCCOc1ccc(Cl)cc1Br	8	1	-0.7	-3	-2	-1	-2	1	5	1
CCOP(=O)(NC(c1ccccc1)c1nc2ccccc2[nH]c1=O)OCC (centres undefined)	4	5	-1.7	0	5	-7	1	-7	-8	-2
CCCCN(CCCC)CC1OCc2ccccc2CO1	10	0	-1.4	1	-7	-2	1	4	1	-2
CC(C)CN(C(=O)c1cc([N+](=O)[O-])cc([N+](=O)[O-])c1)C1CCS(=O)(=O)C1 (centres undefined)	-4	4	1.0	-2	9	7	-2	2	-4	1
(further entries)
SMILES	ABHD4 inh	ASAP1 GAP inh	PG9 Ab binder	SMARCA2 act	ARFGAP1 inh	GC-B act	Rev-erbA mod	GC-A act	rCAG RNA binder	HTRA1 inhibitor
O=C(O)CCC(=O)Nc1ccccc1C(=O)N1CCN(c2ccc(Cl)cc2)CC1	1	8	-2.0	4	-12	1	3	2	0	4
COc1cccc(CNc2ncn[nH]2)c1OCc1ccc(F)cc1	-1	-1	-1.9	-1	7	1	-1	2	-3	-2
CC1(C)CC(=O)c2c(nn(-c3ccccc3)c2-c2ccncc2)C1	-1	-11	-0.8	-2	9	3	-4	-2	-3	5
C=CCN(c1ccccc1Cl)S(=O)(=O)c1cccc(C(=O)OCC(=O)N(C)C2CCS(=O)(=O)C2)c1 (centres undefined)	2	1	-2.1	2	18	3	1	-1	-3	1
COC(=O)c1cn(CC(=O)NCc2ccco2)c2ccccc12	3	4	0.3	3	1	3	-5	-2	-2	4
O=C(CN1CC(c2ccccc2)CC1=O)OCc1ccccc1F (centres undefined)	8	4	-1.7	1	3	-2	-7	2	-5	4
COc1ccc(NC(=O)CN(C)C(=O)c2ccc(-c3ccccc3Cl)o2)cc1	-1	-2	-1.8	3	1	-2	2	-2	4	-21
Cn1c(SCC(=O)N2CCCC2)nc2ccccc21	6	12	1.6	-1	2	1	-4	3	-2	-2
COc1ccc(CCNC(=O)COc2ccc3c(c2)OCO3)cc1	5	7	0.1	-1	1	-1	-9	-3	2	-6
COc1ccc(NC(=O)c2ocnc2C)cc1OC	x	x	x	x	x	-1	2	-3	x	2
O=S(=O)(Cc1ccco1)Cc1nc(-c2ccc(Cl)cc2)cs1	-2	-8	-0.2	0	-5	0	-3	-4	-4	x
Cc1ccccc1NC(=O)CSc1nc2ccccc2c2nc(CCn3cncc3C)nn12	4	6	0.1	0	-3	-1	-6	4	-6	2
c1cncc(-c2nnc3n2N=C(c2cccs2)CS3)c1	11	12	-1.2	-3	-7	1	2	-1	4	3
COc1ccc(C2=CC(=O)N(Nc3ccccc3)C2=O)cc1	17	4	-1.5	4	8	13	2	14	5	x

Screens (PubChem BioAssay)
